GLS inhibitor: blocks human kidney-isoform glutaminase activity; GLS enzymatic activity, qHTS titration; Potency, µM (doses to about 45.5 µM), inactives show at the top dose activity change, negative = inhibition, most hits filed as inhibitors; 410,000 tested, 0.21% active; AID 624170; further: potency means the concentration at half of the fitted maximal effect; on the % scale 0 is the no-effect control and ±100 the full control effect
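hKGA in 45 mM KH2PO4 pH 8.2, 0.02% Tween-20 with pin-transferred compounds; 1 mM L-glutamine (stock) plus glutamate oxidase/HRP/Amplex Red coupling added. Fluorescence read initially and after 30 min at RT.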
PI4K2A inh: blocks human PI4K2A kinase activity. Q9BTU6. purified PI4K2A, ADP-Glo luminescence, 1 h; active compounds read low. activity change, negative = inhibition, % at 76.9 µM. 420,000 tested, 0.13% active; in the data active means activity change below about -50%; inconclusive means mostly about -30% to -49%;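 further: -100% = wells without enzyme as full effect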
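PI4K2A activity was measured by ADP-Glo luminescence: enzyme (4 ug/mL stock) and phosphatidylinositol (1.2 mM stock) in Tris pH 7.5/MgCl2/EGTA/Triton X-100 buffer were reacted with ATP (300 microM stock) for one hour at ambient temperature.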
JMJD2A Tudor inh: blocks the human JMJD2A Tudor domain; Potency, µM (series often up to 114 µM), for the others: top-dose activity change, negative = inhibition, actives largely listed as inhibitors; 390,000 tested, 4.4% active; AlphaScreen JMJD2A-Tudor / H3K4me3 peptide binding; AID 504339; further: potency means the concentration at half of the fitted maximal effect; on the % scale 0 is the no-effect control and ±100 the full control effect; nearly all actives have a fitted effect of over 50% in size
HP1b chromo inh: inhibitors of HP1-beta chromodomain binding to methylated histone tails | AID 540317 | 390,000 tested, 0.56% active | P83916 | Potency, µM (highest dose often 114 µM), inactives show at the top dose activity change, negative = inhibition, usual class: inhibitors | AlphaScreen HP1-beta / biotin-H3K9me3 peptide binding; further: potency means the concentration at half of the fitted maximal effect; nearly all actives have a fitted effect of over 70% in size; inactives centre near 23
Target sequence (P83916 whole entry, looked up): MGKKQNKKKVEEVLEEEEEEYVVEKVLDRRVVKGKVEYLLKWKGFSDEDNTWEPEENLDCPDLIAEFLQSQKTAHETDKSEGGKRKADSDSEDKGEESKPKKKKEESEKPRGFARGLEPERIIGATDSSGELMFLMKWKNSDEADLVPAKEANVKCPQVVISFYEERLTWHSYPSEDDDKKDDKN
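AlphaScreen: HP1-beta (50 nM) preformed 30 min with biotin-H3(1-18)K9me3 peptide (50 nM) in PBS pH 7.4, 0.01% Tween-20. Compound added for 30 min at RT, then streptavidin donor/nickel chelate acceptor beads (10 ug/mL) for 30 min.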
RGS4 inh: human RGS4 inhibition; AID 504845; P49798; Potency, µM (top dose mostly 114 µM), for the others: at the top dose activity change, negative = inhibition, usual class: inhibitors; Transcreener GDP fluorescence polarization, RGS4-accelerated GTP hydrolysis; 390,000 tested, 0.039% active; further: potency means the concentration at half of the fitted maximal effect; on the % scale 0 is the no-effect control and ±100 the full control effect; nearly all actives have a fitted effect of over 75% in size; some results filed as inactive show a strong effect at the top dose
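MLSMR compounds (23 nl, pin-transferred) preincubated 10 min at room temperature with a 500nM (2x) first reagent, then RGS4 at 900nM (2x) plus Transcreener GDP mix added; fluorescence polarization (620/688 nm) read before and after 90 min at 30 °C.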
BAZ2B block: blocks human BAZ2B; Q9UIF8; AlphaScreen BAZ2B-H3K14Ac peptide displacement; Potency, µM (titrated, usually from 114 µM), for the others: at the highest dose activity change, negative = inhibition, usual class: inhibitors; 360,000 tested, 4.4% active; AID 504333; further: potency means the concentration at half of the fitted maximal effect; on the % scale 0 is the no-effect control and ±100 the full control effect; nearly all actives have a fitted effect of over 60% in size
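Complex of BAZ2B and biotin-H3K14Ac (50 nM apiece) forms over 30 min at RT, then faces library compounds up to 110 uM for another 30 min; AlphaScreen beads added, 20 min dark incubation, luminescence read.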
ERG-DNA inh: blocks human ERG Ets domain binding to DNA; fluorescence polarization, His-ERG Ets domain / labelled DNA; Potency, µM (highest dose often 76.9 µM), without a hit: at the top dose FP activity, negative = inhibition, actives largely listed as inhibitors; 370,000 tested, 0.028% active; AID 624246; active means well fitted inhibition curve with a large enough effect in the polarisation, with a control signal flat; inconclusive means small, poorly fitted or top-dose-only effect, or effect the other way, or a change in a side signal; inactive means no such curve, though single readings can be large or run the other way; the % refers to the polarisation;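 further: polarization taken with two DNA probes labelled with fluorescein and Texas red; potency means the concentration at half of the fitted maximal effect; % of control where 0% means no effect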
Target sequence (P11308 whole entry, looked up, the tested form may be a part): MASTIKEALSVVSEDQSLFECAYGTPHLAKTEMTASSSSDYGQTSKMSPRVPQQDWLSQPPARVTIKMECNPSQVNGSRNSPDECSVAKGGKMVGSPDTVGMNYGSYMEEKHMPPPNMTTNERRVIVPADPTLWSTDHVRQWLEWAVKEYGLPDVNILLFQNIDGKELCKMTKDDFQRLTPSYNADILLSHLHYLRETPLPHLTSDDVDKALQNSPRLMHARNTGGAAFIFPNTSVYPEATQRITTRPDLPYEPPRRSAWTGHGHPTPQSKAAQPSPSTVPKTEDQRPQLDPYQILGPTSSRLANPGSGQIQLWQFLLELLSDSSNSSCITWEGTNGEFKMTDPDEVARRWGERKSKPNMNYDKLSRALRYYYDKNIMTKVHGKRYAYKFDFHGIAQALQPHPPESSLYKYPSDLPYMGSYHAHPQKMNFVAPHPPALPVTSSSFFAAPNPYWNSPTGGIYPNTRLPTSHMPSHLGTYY
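His-tagged ERG Ets domain (1 uM in the protein solution; 300mM KCl, 50mM Tris-HCl, 1mM EDTA, 1mM DTT, pH 7.5) received compound, then a probe mix of 5 nM fluorescein-DNA and 100nM Texas-615-DNA. Fluorescence polarization was read for both dyes.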
12-LOX inh: inhibitors of human 12S-lipoxygenase ALOX12 | purified 12hLO, xylenol orange hydroperoxide absorbance | Potency, µM (top dose mostly 108 µM), for inactives: at the top dose activity change, negative = inhibition, usual class: inhibitors | AID 1671190 | P18054 | 580,000 tested, 1.1% active; further: potency means the concentration at half of the fitted maximal effect; on the % scale 0 is the no-effect control and ±100 the full control effect
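Purified human 12hLO (150 nM final) in 25 mM Hepes, 0.01% Triton X-100, pH 7.0 was preincubated 15 min at room temperature with compound. Then 40 uM arachidonic acid was added, 30 min. Hydroperoxide was read by Fe-XO absorbance ratio 573/405 nm.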
G9a block: G9a (human) methyltransferase inhibition. G9a H3K9 monomethylation, AlphaScreen, 2 h. Q96KQ7. Potency, µM (highest dose often 102 µM), for inactives: at the top dose activity, negative = inhibition, actives largely listed as inhibitors. 350,000 tested, 8.8% active; further: potency means the concentration at half of the fitted maximal effect; on the % scale 0 is the no-effect control and ±100 the full control effect; nearly all actives have a fitted effect of over 75% in size
Target sequence (Q96KQ7 913-1193 limits assumed): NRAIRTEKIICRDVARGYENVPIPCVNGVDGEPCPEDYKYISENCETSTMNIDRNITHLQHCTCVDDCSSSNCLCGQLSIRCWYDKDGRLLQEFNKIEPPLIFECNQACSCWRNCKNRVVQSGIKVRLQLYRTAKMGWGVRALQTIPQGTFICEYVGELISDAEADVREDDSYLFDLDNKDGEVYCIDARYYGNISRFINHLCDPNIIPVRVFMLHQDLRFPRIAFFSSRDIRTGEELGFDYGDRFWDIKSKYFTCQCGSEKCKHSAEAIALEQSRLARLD
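Signal arises when biotinylated H3K9 peptide, once monomethylated, bridges streptavidin donor and antibody-captured acceptor beads. Enzyme at 20 nM was preincubated 15 min with test compounds; peptide 500 nM and SAM 20 uM then reacted for 2 h.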
Active calls of the source: *; ? = inconclusive; · = no result given; & = joins results of further samples; [ ] = another dose, or the depositor's remark. Unless noted, the call rests on the fitted dose curve; in most records, active means well fitted curve in the direction sought with a large enough effect; inconclusive means small, poorly fitted or top-dose-only effect, or another doubt; inactive means no such curve, though single readings can be large; an effect the other way counts as inactive or inconclusive. Not all compounds are listed, so the mix of outcomes need not match the whole.

Values run as follows: GLS inhibitor	PI4K2A inh	JMJD2A Tudor inh	HP1b chromo inh	RGS4 inh	BAZ2B block	ERG-DNA inh	12-LOX inh	G9a block
- COc1ccc(NC(=O)CCNC(=O)N2CC(=O)Nc3ccccc32)c(OC)c1
 : 1%	-10	-1%	62%[activator]	-14%[11.4 µM]	-3%	-3%	0%	13%
- Cc1onc(-c2c(F)cccc2Cl)c1C(=O)Nc1ccc(S(=O)(=O)N2CCOCC2)cc1
 : -11%	0	-20%	11%	-10%	·	-12%	-14%	·
- COC(=O)c1cc(NC(=O)C2CC2)cc(C(=O)OC)c1
 : -5%	-2	-10%	16%	-17%	-18%	2%	0%	7%[59 µM]
- COc1ccc(-c2nn3c(-c4ccc(F)cc4)nnc3s2)cc1
 : -1%	8	-8%[57.1 µM]	-5%	6%[11.4 µM]	-14%	11%	7%	45µM*
- CCOC(=O)N1CCN(c2c(N3CCN(C(=O)OCC)CC3)c(=O)c2=O)CC1
 : 3%	-8	-2%	35%	13%	1%	20%	0%	8%
- Cc1ccc2c(CC(=O)Nc3ccc(S(=O)(=O)N4CCCCC4)cc3)coc2c1
 : 2%	0	-19%	6%	-26%	?	5%	2%	-39%[59 µM]
- O=C(Cn1ccc2ccccc2c1=O)NCCC(=O)N1CCN(c2cccc(C(F)(F)F)c2)CC1
 : -2%	2	-14%	-17%	9%	2%	5%	11%	-10%[2.33 µM]
- O=C(N/N=C/c1c[nH]c2ccccc12)c1ccccc1Cl
 : 1%	6	-21%	2%	-5%	1%	?	17%	16%
- CC(=O)c1cccc(NC(=O)CSc2nc(N3CCOCC3)nc(N3CCOCC3)n2)c1
 : 0%	-5	-12%	19%	2%	-12%	7%	5%	7%
- Cc1ccc(C)c(COC(=O)CCN=C2NS(=O)(=O)c3ccccc32)c1
 : -12%	-3	-7%	45%[activator]	-23%	8%	-17%	0%	?
- Cc1c(Cc2ccccc2)c(=O)oc2cc(OCC(N)=O)ccc12
 : -2%	-1	-4%	26%	9%	-1%	4%	-25%	8%
- CCc1nc(SCC(=O)NCc2ccccc2)c2c(=O)n(C)c(=O)n(C)c2n1
 : 1%	1	-10%	31%	-8%	-5%	-16%	10%	3%[59 µM]
- O=C(Nc1ccccn1)c1ccc([N+](=O)[O-])o1
 : -14%	0	-5%	29%	19%	10%	11%	·	17%[59 µM]
- N#Cc1c(N)n(C2OC(CO)C(O)C2O)c2ncnc(N)c12 (stereo unspecified)
 : 3%	-62*	-8%	28%	1%	·	3%	-7%	·
- CC(C)CN(CC(C)C)C(=O)CC(=O)NC(=O)c1ccc(Cl)cc1
 : 17%	-8	16%	21%	-1%	89µM*	-7%	?	-5%[59 µM]
- CCOC(=O)c1c(N)c2cc([N+](=O)[O-])cnc2n1C
 : 3%	2	-16%	4%	0%	-4%	-3%	5%	·
- NC(=O)C1CCN(C(=O)c2ccc3nc(N4CCCCC4)sc3c2)CC1
 : 1%	-1	5%	41%[activator]	-19%	-19%	-19%	18%	10%
- COc1ccccc1N1CCN(C2CCCN(C(=O)c3ccoc3C)C2)CC1 (stereo unspecified)
 : 18%	1	20%	68%[activator]	17%	-13%	-3%	0%	3%
- Cc1ccc(-n2cnnn2)c2cccnc12
 : 5%	4	-7%	15%	-4%	1%	-4%	8%	25%[59 µM]
- CCN(CC)S(=O)(=O)c1cccc(C(=O)Nc2cccc(C)c2)c1
 : -10%	-7	-1%[57.1 µM]	59%[activator]	-3%[56.9 µM]	-5%	-9%	0%	-8%
- Cc1ccc(OCC(=O)Nc2c(C(=O)c3ccc(Cl)cc3)oc3ccccc23)cc1C
 : -8%	0	-1%	40%[activator]	5%	3%	-3%	-15%	-38%[59 µM]
- CN(CCC#N)C(=O)c1cc2c(Cl)nc3ccccc3c2s1
 : -11%	3	-7%	21%	-16%	8%	-5%	-16%	16%[2.33 µM]
- Cc1cccc(C(=O)N2CCN(S(=O)(=O)N3CCCCCC3)CC2)c1
 : -15%	0	-6%	16%	10%	3%	-4%	11%	10%
- CN1CCN(S(=O)(=O)c2ccc(SCCOc3ccc(Cl)cc3)nc2)CC1
 : -3%	3	-19%	17%	-25%	?	-8%	-20%	?
- Cc1cccc(NC(=O)c2ccc(-n3cnc4cccnc43)cc2)c1C
 : 0%	-7	-9%	27%	-17%	-14%	-4%	-9%	-10%[59 µM]
- CCN1CCCC1Cn1cnc2c([nH]c3ccc(OC)cc32)c1=O (stereo unspecified)
 : -5%	-7	1%	37%	-1%	-5%	-10%	-6%	·
- Cc1ccc(S(=O)(=O)N2[C@@H](c3ccc(Cl)c(Cl)c3)C(C(=O)O)=C[C@H]2CC2CCCC2)cc1
 : 11%	-1	89µM*	12%	0%	·	-5%	28µM*	·
- CC(C)CC(=O)NC(Nc1ccc([N+](=O)[O-])cc1)C(Cl)(Cl)Cl (stereo unspecified)
 : -8%	-1	-21%	11%	-11%	-7%	12%	?	10%[59 µM]
- Cc1cc(C2(c3cc(C)c(NC(=O)CN4CCOCC4)c(C)c3)CCCCC2)cc(C)c1NC(=O)CN1CCOCC1
 : 9%	5	-10%	27%	15%	5%	-7%	470%[activator]	-32%
- Nc1c(C(=O)N2CCCCC2)sc2nc3c(cc12)CCCC3
 : -4%	-1	-10%	54%[activator]	-44%	1%	1%	10%	-18%
- O=C(Nc1ccon1)c1cccc(S(=O)(=O)N2CCCCCC2)c1
 : -1%	1	-30%	13%	23%	10%	-5%	0%	27%
- Nc1nc(NS(=O)(=O)c2ccc(Cl)cc2)nn1-c1ccccc1
 : 0%	1	-8%	13%	2%	-6%	-3%	-9%	·
- O=C1c2ccccc2C(=O)N1CCSc1ncn[nH]1
 : -12%	5	-2%	42%[activator]	15%	49%[activator]	6%	0%[57.4 µM]	-9%[59 µM]
- O=C(c1ccc(OC2CCN(Cc3ccccn3)CC2)cc1)N1CCCCO1
 : 0%	3	1%	44%[activator]	-9%	-11%	-2%	-23%	-28%
- COc1cc(C(=O)OCC(=O)NCc2ccc(F)cc2)ccc1OCC(C)C
 : -3%	-7	-6%	22%	-21%	-5%	-4%	1%	?
- Cc1cccc(-n2ccnc2CN2CCN(C(C)C)C(CCO)C2)c1 (stereo unspecified)
 : 1%	2	-29%	8%	23%	-29%	-13%	18%	9%
- COCCNc1ccc(-c2nn(C)c(=O)c3ccccc23)cc1[N+](=O)[O-]
 : -2%	-7	-7%	34%	8%	-17%	4%	3%&11%	25%[12.7 µM]
- COc1ccc(C(=O)COC(=O)c2c(-c3ccccc3)noc2C)c(OC)c1
 : 2%	0	-21%	40%	-6%	0%	14%	21%	?
- O=C(C1=C(O)C(=O)N(c2ncccn2)C1c1cccc(Cl)c1)c1ccco1 (stereo unspecified)
 : ?	8	-27%	28%	11%	?	1%	?	18µM*
- Cc1cc(-c2ccccc2)cc(-c2ccccc2)[n+]1C
 : -6%	1	7%	23%	-15%	1%	5%	-7%	9%
- COc1ccc(NC(=O)N2CCCC2C(=O)NC2CCCC2)cc1 (stereo unspecified)
 : -7%	1	18%	0%	-16%	-12%	-10%	-22%	17%
- COc1ccc(-c2cc(=O)[nH][nH]2)cc1
 : 21%	?	-18%	30%	2%	-3%	3%	0%	?
- O=C(COC(=O)c1ccccc1Br)NCCC1=CCCCC1
 : -1%	2	23%	36%	14%	1%	-1%	0%	26%
- Cc1cc(=O)[nH]c2cc(O)ccc12
 : 0%	0	-13%	3%	-13%	11%	·	-13%	-14%
- CSc1cccc(NC(=O)c2ccc(NC3=NC4CS(=O)(=O)CC4S3)cc2)c1 (stereo unspecified)
 : -1%	-4	-9%	26%	13%	-34%	-10%	1%	0%
- CCOC(=O)C[C@H]1c2cc(F)ccc2S(=O)(=O)N1C(C)C
 : -8%	-1	-5%	41%[activator]	-4%	·	-1%	-9%	·
- COc1ccccc1-c1cc(C(=O)N2CCCCC2C)no1 (stereo unspecified)
 : 3%	2	-9%	24%	14%	1%	-5%	-23%	-4%[59 µM]
- CCOC(=O)C1=C(N)OC2=C(C(=O)CCC2)C1c1cccs1 (stereo unspecified)
 : -18%	-2	-17%	30%	0%	-32%	·	2%	?
- NC(=O)c1ccc(-n2nnnc2SCC(=O)c2ccc(O)c(O)c2)cc1
 : -29%	0	?	-10%	-5%	?	-4%	?	11µM*
- COc1ccc(Nc2oc(-c3ccccc3Cl)nc2C#N)cc1
 : -6%	-4	-23%	4%	-1%	-5%	17%	?	4%
- O=C(NCc1ccccn1)c1coc(=O)c(Br)c1
 : -3%	-2	?	25%	4%	18µM*	1%	79%[activator]	?
- COc1ccc2c(CC(=O)OCC(=O)c3ccc(F)cc3)coc2c1
 : 8%	2	8%	39%[activator]	-26%	6%	2%	35%	?
- CCOC(=O)c1ccc(NC(=O)c2cccc3c2C(=O)N(CC2CCCO2)C3)cc1 (stereo unspecified)
 : -4%	-3	?	34%	-3%	-4%	-5%	36%[activator]	5%
- NS(=O)(=O)c1ccc(CCNC(=S)Nc2ccc(S(N)(=O)=O)cc2)cc1
 : 9%	19	-28%	-7%	-8%	-23%	-1%	-26%	?
